KCNK3 block: human KCNK3 channel inhibition, primary screen. O14649. CHO-KCNK3 thallium flux, FluxOR fluorescence; hits give low values. B-score at 10 µM. 340,000 tested, 0.84% active. AID 602410;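 active means B-score under library mean minus 4 SD, starting fluorescence ratio at most library mean plus 5 SD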;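 further: more negative B-score means stronger inhibition of thallium flux through KCNK3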
KCNK9 block: blocks the human KCNK9 two-pore domain potassium channel; AID 488922; HEK293 KCNK9, FluxOR thallium flux fluorescence; hits give low values; 310,000 tested, 1.2% active; Q9NPC2; B-score at 10 µM;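 active means ratio B-score over 3 SD below the library mean, with starting fluorescence within 5 SD of its mean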;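 further: negative B-score means less thallium flux so channel inhibition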
RGS4 block: inhibitors of human RGS4. P49798. HEK293 M3R/RGS4 inducible, Fluo-4 calcium flux; hits give high values; triggered by carbachol at its EC20. B-score at 10 µM. 310,000 tested, 0.45% active;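 active means B-score, a plate-corrected calcium signal, over three deviations above library mean, with baseline fluorescence within five deviations of library mean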;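 further: RGS4 expression induced by doxycycline in cells with stable M3 receptor; B-score is computed from the integrated fluorescence ratio over baseline after carbachol; higher B-score means a larger calcium signal and so more RGS4 inhibition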
ANO1 block: inhibitors of mouse TMEM16A calcium-activated chloride channel; Q8BHY3; HEK293 TMEM16A/YFP iodide influx fluorescence, ionomycin; normalized B-score (activity score, 25-100; higher = stronger inhibition) at 10 µM; 310,000 tested, 1.2% active;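 active means ratio plate-corrected score three or more library SD toward inhibition, starting fluorescence score within five deviations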;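 further: score derived from kinetic fluorescence span divided by baseline fluorescence per well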
Target sequence (Q8BHY3 whole entry, looked up): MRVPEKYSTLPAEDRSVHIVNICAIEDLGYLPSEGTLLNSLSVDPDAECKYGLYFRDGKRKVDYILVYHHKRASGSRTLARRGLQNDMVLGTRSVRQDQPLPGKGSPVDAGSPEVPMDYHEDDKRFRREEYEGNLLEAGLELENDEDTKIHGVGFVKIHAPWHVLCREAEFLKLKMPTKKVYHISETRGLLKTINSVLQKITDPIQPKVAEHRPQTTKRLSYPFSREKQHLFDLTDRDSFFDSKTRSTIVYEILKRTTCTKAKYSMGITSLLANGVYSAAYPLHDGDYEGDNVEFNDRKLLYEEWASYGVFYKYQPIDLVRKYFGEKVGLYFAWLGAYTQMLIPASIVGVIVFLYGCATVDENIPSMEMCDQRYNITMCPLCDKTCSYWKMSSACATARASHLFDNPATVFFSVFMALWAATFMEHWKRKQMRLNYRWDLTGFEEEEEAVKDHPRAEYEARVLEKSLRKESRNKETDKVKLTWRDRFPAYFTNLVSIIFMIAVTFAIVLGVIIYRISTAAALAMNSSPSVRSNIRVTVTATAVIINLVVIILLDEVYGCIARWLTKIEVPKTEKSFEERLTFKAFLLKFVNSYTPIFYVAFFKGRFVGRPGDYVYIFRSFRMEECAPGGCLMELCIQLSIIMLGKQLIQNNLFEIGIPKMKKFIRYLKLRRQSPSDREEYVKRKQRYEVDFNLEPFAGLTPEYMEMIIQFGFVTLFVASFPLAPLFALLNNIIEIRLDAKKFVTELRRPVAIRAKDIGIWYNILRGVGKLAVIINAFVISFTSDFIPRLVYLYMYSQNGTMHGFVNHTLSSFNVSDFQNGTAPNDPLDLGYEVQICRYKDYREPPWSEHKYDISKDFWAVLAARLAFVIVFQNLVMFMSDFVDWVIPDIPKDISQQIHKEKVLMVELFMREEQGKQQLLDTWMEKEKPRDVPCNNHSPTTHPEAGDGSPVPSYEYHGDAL
SKKanGAS inh: inhibitors of SKKanGAS S. pyogenes growth in kanamycin (SK-promoter or general growth effect); inhibition, % at 7.5 µM; 300,000 tested, 1.3% active; BacTiter-Glo, 6 h; AID 1662;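 active means mean replicate score, as percent of positive control median, at least 50; inconclusive means mean below 50 but one replicate at or above 50; inactive means mean and every replicate below 50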;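 further: strain carries kanamycin resistance gene driven by streptokinase promoter and grows in 40 µg/ml kanamycin; loss of luminescence reflects streptokinase promoter inhibition or plain growth inhibition; 0% = median of DMSO wells and 100% = positive control at its reference dose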
ANO1 activ: mouse TMEM16A channel activation, primary screen; Q8BHY3; HEK293 TMEM16A/YFP-H148Q/I152L, iodide quench fluorescence; hits give low values; B-score at 10 µM; 340,000 tested, 0.3% active;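 active means fluorescence-ratio B-score plate-corrected deviation score at least 3 library SD below zero, with starting fluorescence score within 5 deviations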;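 further: channel opened by trigger with iodide after compound preincubation; score built on the fluorescence ratio of max minus min over baseline; more negative score means more quench and so TMEM16A activation or potentiation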
HDAC3 inh: blocks human histone deacetylase 3; recombinant HDAC3, fluorogenic peptide/trypsin coupled, fluorescence; O15379; AID 2718; inhibition, % at 8.3 µM; 320,000 tested, 0.15% active; in the data active means inhibition above about 26%, passing the limit was not always enough; inconclusive means no clear call, values can overlap the other calls
KCNQ1 block: inhibitors of human KCNQ1 potassium channel. 310,000 tested, 1.3% active. AID 2642. CHO-K1 KCNQ1, FluxOR thallium flux fluorescence; hits give high values. B-score at 10 µM;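 active means compounds whose thallium flux B-score, printed positive for inhibition, exceeds three library SD while starting fluorescence stays within three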;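 further: channel opened by potassium depolarization with thallium stimulus after 20 min compound exposure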
hERG rescue: shields human hERG channel from block by proarrhythmic agents; CHO-hERG, FluxOR thallium flux, dofetilide IC70 present; 310,000 tested, 0.51% active; Q12809; activation (rescue from dofetilide block), less the hit threshold, % at 10 µM;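 active means activation above the mean of controls blocked by dofetilide plus 5 SD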;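 further: thallium influx through hERG after potassium depolarization seen as dye fluorescence rise; in these data hits start at about 4.7%; inactives centre near -7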
KCNQ1 pot: potentiates or activates the human KCNQ1 potassium channel | CHO-K1 KCNQ1, thallium flux FluxOR fluorescence; hits give high values | B-score at 10 µM | P51787 | 310,000 tested, 0.35% active;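 active means fluorescence ratio B-score, a plate-corrected score, at least three library SD, with initial intensity B-score within 5 SD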
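Schedule – 37 °C overnight plating, 90-min dark dye load, 20-min compound pretreatment · System – stable KCNQ1 CHO-K1 line · Probe or stimulus – thallium- and potassium-containing depolarizing buffer · Measured by – kinetic FluxOR fluorescence, 10 s baseline plus 110 s post-stimulus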
RGS4 act: RGS4 potentiation or activation; B-score at 10 µM; HEK293 M3R/inducible RGS4, carbachol calcium flux Fluo4; hits give low values; AID 463111; 310,000 tested, 0.92% active;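 active means B-score of the integrated calcium signal more than 4 SD below the library mean, with starting fluorescence not abnormally high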;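 further: negative B-score means reduced calcium response which marks RGS4 activation or potentiation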
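System: HEK293 FlpIn-TREx cells, stable M3R, doxycycline-inducible RGS4. Timing: overnight RGS4 induction, 30 min dye load 37 °C, 20 min compound RT. Also added: carbachol, ECmax concentration. Measured by: Fluo4 fluorescence kinetic imaging of calcium. Evaluation: integrated calcium ratio converted to B score.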
Active calls of the source: *; i = inactive; ? = inconclusive; . = no result given.

SMILES	KCNK3 block	KCNK9 block	RGS4 block	ANO1 block	SKKanGAS inh	ANO1 activ	HDAC3 inh	KCNQ1 block	hERG rescue	KCNQ1 pot	RGS4 act
COc1ccccc1/C=C1/SC(=S)N(CCC(=O)Nc2cccnc2)C1=O	i	i	i	i	23	i	-4	i	-21	i	i
COc1cc(C(=O)N/C(=C\c2cn(C)c3ccccc23)C(=O)N2CCOCC2)cc(OC)c1OC	i	i	i	i	4	i	3	i	-9	i	i
CCC(CC)C(=O)Nc1cccc(C(=O)c2ccccc2)c1	i	i	i	i	1	i	-3	i	-12	i	i
CC1(C)CC(=O)C2=C(C1)OC(N)=C(C#N)C2c1ccc[nH]1 (stereo not given)	i	i	i	i	-5	i	-1	i	-7	i	i
NS(=O)(=O)c1ccc(-c2ccc(/C=C3\NC(=S)NC3=O)o2)cc1	i	i	i	i	2	i	6	i	-13	i	i
Cc1nc2sc3c(c2c(=O)n1/N=C/c1cccnc1)CCCC3	i	i	i	i	-4	i	2	i	-7	i	i
O=C(CCS(=O)(=O)c1ccc(Cl)cc1)NCCN1C(=O)S/C(=C\c2ccccc2F)C1=O	i	i	i	i	10	i	-7	i	-5	i	i
CCOc1ccc(N(CC(=O)N2CCN(c3ccccc3OC)CC2)S(=O)(=O)c2ccc(C)cc2)cc1	i	i	i	.	4	i	.	9*	-11	i	i
Cc1cc(=O)[nH]c(Nc2cccc(Br)c2)n1	i	i	i	i	-3	i	-19	i	-5	i	i
CCn1c(SCCN2CCOCC2)nc2c1c(=O)n(C)c(=O)n2C	i	i	i	i	-1	i	2	i	-11	i	i
COc1cccc(OCc2cc(C3Nc4ccccc4C(=O)N3Cc3ccco3)ccc2OC)c1 (stereo not given)	i	i	i	.	4	i	.	i	-9	i	i
CC1C=CCC2C(=O)N(c3ccc(OC(=O)c4cccs4)cc3)C(=O)C12 (stereo not given)	i	i	i	i	-2	i	2	i	-8	i	i
COc1ccc(OC)c(Nc2nc(N)nc(-c3cc4ccccc4o3)n2)c1	i	i	i	i	3	i	3	i	-4	i	i
CN1CCN(CCNC(=O)Nc2ccc(Cl)cc2)CC1	i	i	i	i	0	i	1	i	-7	i	i
CCn1c(N)nc2ccccc21	i	i	i	i	9	i	-1	i	-7	i	i
CCOC(=O)C1CCCN(Cc2ccc(OCC)cc2)C1 (stereo not given)	i	i	i	i	2	i	2	i	-6	i	i
C/C(=N\NC(=O)Cc1ccc(Cl)c(Cl)c1)c1cccnc1	i	i	i	i	9	i	2	i	-11	i	i
COc1cccc(NC(=O)Cn2c(=O)c3c(ncn3Cc3ccccc3)n(Cc3ccccc3)c2=O)c1	i	i	i	i	12	i	-6	i	-8	i	i
Cc1ccccc1NC(=O)CNc1ccccc1C(=O)NCc1ccco1	i	i	i	i	-3	i	-26	i	-18	i	i
CC(=O)Nc1ccc(NC(=O)C(C)OC(=O)c2ccc(N(C)C)cc2)cc1 (stereo not given)	i	i	i	i	-1	i	-1	i	-5	i	i
O=c1cc(-c2ccc(Cl)cc2)nc(N2CCN(c3ccccc3)CC2)[nH]1	i	-7.2*	9.7*	i	2	i	-6	i	-6	i	i
N#C/C(=N/Nc1ccc(S(=O)(=O)N2CCOCC2)cc1)C(N)=O	i	i	i	i	7	i	9	i	-2	i	i
CCOC(=O)c1cc(C#N)c(N2CCCC2)nc1-c1ccccc1	i	i	i	i	-8	i	5	i	-1	i	i
O=[N+]([O-])c1cccc(NNS(=O)(=O)c2ccccc2F)c1	i	i	i	i	1	i	0	i	-3	i	i
NC(=O)c1ccccc1NC(=O)CCc1ccccc1	i	i	i	i	-5	i	4	i	-9	i	i

Following part.
SMILES	KCNK3 block	KCNK9 block	RGS4 block	ANO1 block	SKKanGAS inh	ANO1 activ	HDAC3 inh	KCNQ1 block	hERG rescue	KCNQ1 pot	RGS4 act
C=CCSC(CC)(CC)C(N)=O	i	i	i	i	-2	i	2	i	-10	i	i
Cc1cc(Br)ccc1NC(=O)CN1C(=S)NC(C)(C)CC1C (stereo not given)	i	i	i	i	-1	i	1	i	-4	i	i
O=C(c1cccs1)N1CCCC(c2nc3c(nnn3Cc3ccc(F)cc3)c(=O)[nH]2)C1 (stereo not given)	i	i	i	i	1	i	1	i	-12	i	i
CC(=O)N1N=C(c2ccco2)CC1c1cc2ccc(C)cc2nc1Cl (stereo not given)	i	i	i	i	9	i	4	i	-2	i	i
O=C(c1ccccc1F)N1CCN(S(=O)(=O)c2ccc(S(=O)(=O)N3CCCCCC3)cc2)CC1	i	i	i	i	-4	i	-5	i	-7	i	i
Cc1sc(NC(=O)c2ccco2)c(C(c2cccnc2)N2CCCC2)c1C (stereo not given)	i	i	i	i	8	i	-10	i	-8	i	i
CCOC(=O)C1=C(C)NC(C)=C(C(=O)OCC)C1C(=O)OCC(=O)N(C)C	i	i	i	i	0	i	2	i	-11	i	i
COc1ccc(C(=O)N2CCc3ccccc32)cc1	i	i	i	i	3	i	2	i	-8	i	i
CN(CC(=O)N1CCCCCC1)S(=O)(=O)c1ccccc1	i	i	i	i	-2	i	-5	i	-5	i	i
CCOc1cc(S(=O)(=O)NCc2ccncc2)c(C)cc1C	i	i	i	i	-2	i	5	i	-3	i	i
O=C(O)c1ccccc1NN=C1CCCCC1	i	i	i	i	2	i	.	i	-7	i	i
O=C(/C=C/c1ccco1)Nc1ccc(S(=O)(=O)N2CCOCC2)cc1	i	i	i	i	-3	i	6	i	-5	i	i
Cn1cccc1C(C(=O)NC1CCCCC1)N(C(=O)Cc1cccs1)C1CC1 (stereo not given)	i	i	i	i	0	i	3	i	-12	i	i
C/C(CC(=O)Nc1cccc(Cl)c1)=N\NC(=O)Cc1ccc(Cl)cc1	i	i	i	i	4	i	2	i	-8	i	i
Cc1cc(=O)oc2ccc(OC(=O)CC(C)C)cc12	i	i	i	i	0	i	-2	i	-5	i	i
Cc1ccc(C(=O)c2cc(C)sc2NC(=O)CN2CCN(C(=O)c3ccco3)CC2)cc1	i	i	i	i	29	i	0	9*	-20	i	i
CCN(CC)S(=O)(=O)c1ccc(N2CCOCC2)c(NC(=O)Cc2cccc3ccccc23)c1	i	i	i	i	4	i	1	i	-9	i	i
CCN1CCN(C(=O)NC2CC(=O)N(c3ccc(OC)cc3)C2)CC1 (stereo not given)	i	i	i	i	4	i	-9	i	-10	i	i
COc1ccccc1NC(=S)Nc1cccc(F)c1	i	i	i	i	9	i	-1	i	-2	i	i
CCOc1ccc(OCC(O)CN2CCN(S(=O)(=O)c3cccc(C(F)(F)F)c3)CC2)cc1 (stereo not given)	i	i	i	i	2	i	7	i	-5	i	i
CC(=O)c1ccc(OCCCC(=O)N(CCC2=CCCCC2)c2c(N)n(Cc3ccccc3)c(=O)[nH]c2=O)cc1	i	i	i	i	8	i	5	i	-14	i	i
COc1ccc(S(=O)(=O)n2cccc2)cc1	i	i	i	i	-2	i	-2	i	-5	i	i
COCCCN(C(=O)Cc1csc(-c2cccc(Cl)c2)n1)c1c(N)n(Cc2ccccc2)c(=O)[nH]c1=O	i	i	i	i	2	i	7	i	-10	i	i
CC(=O)c1cnc(Nc2cccc(C)c2)s1	i	i	i	i	-9	i	-1	i	-8	i	i
COCCOc1nc2c(c(=O)n(C)c(=O)n2C)n1Cc1cccc(OC)c1	-11*	i	i	i	-3	i	-1	i	-7	i	i

Next entries:
SMILES	KCNK3 block	KCNK9 block	RGS4 block	ANO1 block	SKKanGAS inh	ANO1 activ	HDAC3 inh	KCNQ1 block	hERG rescue	KCNQ1 pot	RGS4 act
Cc1ccc(N(CC(N)=O)C2SC(=O)N(C)C2=O)cc1 (stereo not given)	i	i	i	i	-2	i	-2	i	-15	i	i
CCC1C/C(=C\c2cc(OC)c(OC)cc2OC)C(=O)/C(=C/c2cc(OC)c(OC)cc2OC)C1 (stereo not given)	-11*	i	i	i	38	i	?	7*	-9	i	i
CCN(CC)c1cc(NCCO)c([N+](=O)[O-])c2nonc12	i	i	i	i	0	i	10	i	-9	i	i
COc1ccc(-c2cc(C(=O)N3CCCc4ccccc43)no2)cc1	i	i	i	i	-11	i	7	i	-11	i	i
CCCc1cc(CNC(=O)C2CCC(=O)N(Cc3ccccc3OC)C2)on1 (stereo not given)	i	i	i	i	-3	i	-10	i	-7	i	i
Clc1ccc(Cl)c(OCCCCN2CCNCC2)c1	i	i	i	i	5	i	-8	i	-6	i	i
CS(=O)c1ccccc1-c1nc(-c2ccc(Cl)cc2)no1 (stereo not given)	i	i	i	i	-4	i	-4	i	-10	i	i
CCN(CC)c1ccc(C2=NNC(=O)CC2C)cc1[N+](=O)[O-] (stereo not given)	i	i	i	i	7	i	6	i	-5	i	i
COc1cccc(OCc2cc(C(=O)N3CCC(c4ccncc4)CC3)no2)c1	i	i	i	i	-15	i	-1	8*	-13	i	i
CC(=O)n1cc(-c2ccncc2)c2ccccc21	i	i	i	i	1	i	3	i	-12	i	i
CN1CCN(S(=O)(=O)c2ccc3ccccc3c2)CC1	i	i	i	i	-2	i	-1	i	-10	i	i
Cc1cc(NC(=O)CSc2nc3c(sc4ccccc43)c(=O)n2CCCN2CCOCC2)n[nH]1	i	i	i	i	3	i	-11	i	-12	i	i
Cc1c(Cl)c(C(=O)N2CCCC2)nn1C	i	i	i	i	0	i	-9	i	-1	i	i
COc1ccc(-n2c3c(cc(C(=O)NCC(=O)c4ccccc4)c2=O)C(=O)CC(C)(C)C3)cc1	i	i	i	i	9	i	-3	i	-4	i	i
Cc1ccc(NC(=S)NCCN(C2CCCCC2)C2CCCC2)cc1	i	i	i	i	-8	i	-1	i	-10	i	i
C=CCn1c(CCc2ccccc2)nnc1SCC(=O)OC	i	i	i	i	0	i	-9	i	-5	i	i
CC1(C)Cc2c(sc(NC(=O)c3ccc(S(=O)(=O)N4CCCC4)cc3)c2C#N)C(C)(C)N1	i	i	i	i	0	i	-2	i	-9	i	i
O=C(COc1ccc(NC(=O)c2ccccc2[N+](=O)[O-])cc1)c1ccc(F)cc1	i	i	i	i	-27	i	1	i	-5	i	i

2 compounds picked at random from those above, as already listed:
SMILES	KCNK3 block	KCNK9 block	RGS4 block	ANO1 block	SKKanGAS inh	ANO1 activ	HDAC3 inh	KCNQ1 block	hERG rescue	KCNQ1 pot	RGS4 act
CCC1C/C(=C\c2cc(OC)c(OC)cc2OC)C(=O)/C(=C/c2cc(OC)c(OC)cc2OC)C1 (stereo not given)	-11*	i	i	i	38	i	?	7*	-9	i	i
Clc1ccc(Cl)c(OCCCCN2CCNCC2)c1	i	i	i	i	5	i	-8	i	-6	i	i
